# Eya2 phos inh – inhibitors of human Eya2 phosphatase activity; O00167; 330,000 tested, 0.006% active; recombinant Eya2, OMFP fluorescence dephosphorylation (OMFP is methylfluorescein phosphate); Potency, µM (top dose mostly 76.9 µM), for inactives: at the top dose activity, negative = inhibition, usual class: inhibitors; note: potency is the fitted concentration of half-maximal effect; % is set by controls: 0 for no effect and ±100 for the full control effect
#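 Eya2 protein (added as 0.2 uM solution) was preincubated with compound for 10 min at ambient temperature in 50 mM HEPES pH 7.5, 50 mM NaCl, 5 uM MgCl2, 0.05% BSA, 1 mM DTT. OMFP (added at 50 uM) then reacted 10 min; fluorescence read at 485/525 nm.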
# Integrin act MD – activates integrin-mediated alleviation for muscular dystrophy; 350,000 tested, 0.064% active; Potency, µM (highest dose often 38.3 µM), for inactives: at the top dose activation, most hits filed as activators; alpha7betagal myoblasts, beta-gal FDG fluorescence, 48 h; AID 624291;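 note: potency is the fitted concentration of half-maximal effect; 100% = response of the positive control SU9516; nearly all actives have a fitted effect of over 60% in size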
#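 Alpha7betagal+/- myoblasts (passage 13) were plated 16-24 hr, then exposed to compounds (1:260 dilution of DMSO stock) for 48 hours at 37C. After MPER lysis, β-galactosidase reporter activity was read as FDG fluorescence (ex 480/em 540) after 30 minutes.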
# A-T KAP1 phos – candidate therapy for ataxia-telangiectasia | Potency, µM (highest dose often 57.5 µM), for inactives: at the highest dose activation, actives largely listed as activators | 320,000 tested, 0.19% active | AID 485349 | […] A-T fibroblasts, KAP-1 phosphorylation AlphaLISA; neocarzinostatin DNA damage 30 min before lysis; note: potency is the fitted concentration of half-maximal effect; % of control where 0% means no effect; nearly all actives have a fitted effect of over 45% in size
#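 ATM-like activity read as KAP-1 phosphorylation via AlphaLISA donor/acceptor antibody pairs after lysis and 6 hr at 25C. Cells were ATM-null patient fibroblasts ([…], hTERT), dosed 60 min, then exposed to the DSB inducer NCS for 30 min.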
# TSHR antag – antagonists of human thyroid stimulating hormone receptor; P16473; 330,000 tested, 0.2% active; activity change, negative = inhibition, % at 11.5 µM; TSHR-expressing cells, TSH-stimulated cAMP HTRF, 2 h; stronger effect = lower value;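 active = activity change below a set negative limit, meaning inhibition stronger than a set level, cut at about -70% in these data; inconclusive = activity change between two set negative limits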; note: % is set by controls: 0 for no effect and ±100 for the full control effect
# Target sequence (P16473 whole entry, looked up): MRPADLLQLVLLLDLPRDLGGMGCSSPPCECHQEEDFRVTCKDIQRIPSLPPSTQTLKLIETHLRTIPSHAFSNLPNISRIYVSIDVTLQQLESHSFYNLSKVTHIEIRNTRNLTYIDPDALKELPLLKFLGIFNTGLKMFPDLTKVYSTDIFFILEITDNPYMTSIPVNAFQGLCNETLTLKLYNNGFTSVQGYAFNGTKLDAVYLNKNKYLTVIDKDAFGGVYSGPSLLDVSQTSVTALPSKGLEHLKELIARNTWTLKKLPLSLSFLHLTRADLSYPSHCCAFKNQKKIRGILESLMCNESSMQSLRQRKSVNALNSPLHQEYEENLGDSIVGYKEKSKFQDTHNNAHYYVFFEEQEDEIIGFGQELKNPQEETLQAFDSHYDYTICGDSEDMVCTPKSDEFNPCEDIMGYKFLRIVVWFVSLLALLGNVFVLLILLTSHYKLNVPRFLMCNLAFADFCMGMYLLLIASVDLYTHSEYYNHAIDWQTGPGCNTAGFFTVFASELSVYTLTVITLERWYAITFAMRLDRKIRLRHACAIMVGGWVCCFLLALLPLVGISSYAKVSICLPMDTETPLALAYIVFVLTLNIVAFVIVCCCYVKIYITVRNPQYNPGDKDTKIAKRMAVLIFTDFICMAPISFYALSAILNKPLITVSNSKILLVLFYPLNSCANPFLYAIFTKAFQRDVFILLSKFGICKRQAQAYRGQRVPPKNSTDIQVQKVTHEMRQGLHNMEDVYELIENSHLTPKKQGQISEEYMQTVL
#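 Read-out is FRET at 665 nm (cryptate excitation 337 nm) from a cryptate-tagged anti-cAMP antibody, competed by cell cAMP against cAMP-d2. Compounds are tested on freshly harvested TSHR cells challenged with 4nM TSH (EC80) for 2 hours at 37 deg C.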
# TCR activator – T cell receptor activation | primary human leukocytes, anti-CD3, IL-2 HTRF, 48 h | Potency, µM (top dose mostly 9.22 µM), for inactives: at the top dose activation of IL-2 secretion, usual class: activators | 330,000 tested, under 10 active | AID 504894; note: % of control where 0% means no effect
#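 Primary human leukocytes were stimulated with a-CD3 beads plus compounds for 48 hr without co-stimulation; secreted IL-2 was quantified by HTRF using a-IL-2-K (europium cryptate) and a-IL-2-d2, excited at 320nm with acceptor emission read at 665nm.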
# PTAP TSG101 blk – blocks PTAP/TSG101 interaction to inhibit HIV-1 budding | AID 493005 | Potency, µM (highest dose often 115 µM), without a hit: top-dose activity change, negative = inhibition, usual class: inhibitors | Fluorescence polarization, FITC-PTAP peptide / Tsg101 binding | 340,000 tested, under 10 active; active = well fitted inhibition curve with a large enough effect in the main read-out, with a control signal flat, not every such curve was filed as active; inconclusive = small, poorly fitted or top-dose-only effect, or effect the other way, or a change in a side signal; inactive = no such curve, though single readings can be large or run the other way; note: potency is the fitted concentration of half-maximal effect; % of control where 0% means no effect
#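 Fluorescence anisotropy tracks displacement of a FITC-tagged PTAP peptide (50 nM) from the Tsg101 binding domain (10 uM), following a 20 min room-temperature incubation at pH 7.5.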
# ELG1 DNA repair – blocks ELG1-dependent DNA repair in HEK293T cells; HEK293T ELG1-luciferase reporter, luminescence, 16 h; DNA damage induced by 5-fluorouridine; Potency, µM (titrated, usually from 46.1 µM), inactives show top-dose activity change, negative = inhibition, most hits filed as inhibitors; 330,000 tested, 2.3% active; AID 504467; note: potency is the fitted concentration of half-maximal effect; % is set by controls: 0 for no effect and ±100 for the full control effect; nearly all actives have a fitted effect of over 55% in size
#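 Quantitative HTS, concentration-response format. 2,000 cells/well co-treated with 5-fluorouridine and compound, 16 hr in 5% CO2 at 37 °C; ONE-Glo luminescence read after 30 min.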
# Tb PFK inh – blocks T. brucei phosphofructokinase | T. brucei PFK, ADP-Glo luminescence | Potency, µM (top dose mostly 57.5 µM), without a hit: at the highest dose activity, negative = inhibition, usual class: inhibitors | 330,000 tested, 0.17% active;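 note: potency is the fitted concentration of half-maximal effect; 0% = uninhibited 1x PFK enzyme wells and -100% = no-enzyme wells; nearly all actives have a fitted effect of over 60% in size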
#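 Luminescent ADP detection (ADP-Glo, two-step: ATP depletion then ADP-to-ATP conversion for luciferase) reported PFK activity after 45 min room-temperature reaction of 1.25 nM enzyme with 0.5 mM F6P and 0.1 mM ATP at pH 8.0.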
# Chronic BCR inh – blocks chronic active B-cell receptor signaling; ABC-DLBCL IkBa-CBG/CBR reporter, luminescence ratio, 4 h; 340,000 tested, 0.05% active; Potency, µM (top dose mostly 46.1 µM), without a hit: at the top dose ratio change, negative = lower green/red ratio, usual class: inhibitors; active = well fitted inhibition curve with a large enough effect in the signal ratio, with a control signal flat, not every such curve was filed as active; inconclusive = small, poorly fitted or top-dose-only effect, or effect the other way, or a change in a side signal; the % refers to the signal ratio;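 note: potency is the fitted concentration of half-maximal effect; plate controls were basal doxycycline-induced cells for no effect and cells given 10 µM MG132 for full effect; MG132 reads +100%, hits lower the ratio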
#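 Cell line TMD8 (human ABC DLBCL), stably expressing tet-inducible CBG68-IkBa fusion and CBR; IMDM/0.5% FBS; cpd up to 46 uM; dox induction, 4 h, 37C/5% CO2; dual luminescence; green/red ratio; MG132 control.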
# S-ASM inh – human S-ASM enzyme inhibition | P17405 | Potency, µM (titrated, usually from 57.5 µM), for the others: at the highest dose activity change, negative = inhibition, most hits filed as inhibitors | placental ASM, HMU-PC fluorogenic substrate, 60 min | 340,000 tested, 0.006% active; note: potency is the fitted concentration of half-maximal effect
#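 Human placenta-derived ASM enzyme was preincubated with compound for 10 minutes at room temperature, then given fluorogenic substrate HMU-PC0 (9 uM final) for 60 minutes at 37 °C; a pH 10 stop preceded fluorescence reading at Ex 386/Em 447 nm.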
# Mito fusion act – mitochondrial division inhibition or fusion activation; S. cerevisiae fusion-defective mutant growth rescue, CellTiterGlo 48 h; Potency, µM (titrated, usually from 46.1 µM), inactives show top-dose growth rescue (activation), usual class: activators; 320,000 tested, 0.23% active; AID 485298;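 note: potency is the fitted concentration of half-maximal effect; % of control where 0% means no effect; nearly all actives have a fitted effect of over 45% in size; temperature-sensitive fusion mutants such as fzo1-1 at 37 °C on non-fermentable ethanol glycerol medium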
#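 Yeast fusion mutant, YPEG (non-fermentable carbon), compound, 48 h at 37C non-permissive; CellTiterGlo added, 10 min RT, luminescence read. Rescued growth = division inhibition.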
# Starred values were filed as active, the others as inactive; u = inconclusive; x = no result given; [ ] = dose if it differs, or a comment. Unless noted, calls come from the whole dose curve; as a rule, active = well fitted curve in the direction sought with a large enough effect; inconclusive = small, poorly fitted or top-dose-only effect, or another doubt; inactive = no such curve, though single readings can be large; an effect the other way counts as inactive or inconclusive.
1: Cc1nnc(C)n1/N=C/c1cccn1C
2: CCOc1ccc(C(=O)CCC(=O)NC2=NCCS2)cc1
3: Cc1ccc(-c2cc(-c3ccccc3O)nc(N/N=C/c3cccnc3)n2)cc1
4: N#Cc1c(N2CCCCC2)nc(N)c2c(N)nc(SCC(=O)O)cc12
5: CCCCCOC(=O)C1[C@H]2C(=O)N(c3ccccc3CC)C[C@]23C=C[C@H]1O3 (stereo not given in full)
6: COc1ccccc1N1CCN(C2CCC(C)CC2)CC1 (stereo not given)
7: CCN(Cc1ccccc1)S(=O)(=O)c1cc(C(=O)NC2CCCCCC2)ccc1OC
8: C[C@H]1CC[C@H]2C(=O)N3[C@H](c4cccc(N5CCCC5=O)c4)[C@@H](C)CC[C@H]3C(=O)N2[C@@H]1c1cccc(N2CCCC2=O)c1

compound no.	1	2	3	4	5	6	7	8
A-T KAP1 phos	-2%	-4%	0%	16%	6%	-1%	-5%	4%
Integrin act MD	15%	3%	-1%	31%	5%	0%	5%	x
Mito fusion act	-2%	7%	2%	3%	4%	2%	23%	-1%
Tb PFK inh	0%	-5%	3%	-2%	-2%	1%	-2%	-4%
Chronic BCR inh	u	0%	u	u	2%	u	0%	0%
TCR activator	0%	0%	-1%	3%	-2%	-1%	-14%[46.1 µM]	x
S-ASM inh	2%	5%	-7%	207%[activator]	-4%	1%	-3%	x
Eya2 phos inh	1%	5%	8%	1%	25%	-3%	-12%	13%
TSHR antag	-5	-1	10	-2	-4	3	3	2
PTAP TSG101 blk	0%	0%	-9%	-3%	-8%	-3%	-3%	x
ELG1 DNA repair	28%	-5%	u	-9%	-13%	u	u	u

# Sorted by count of non-hydrogen atoms (low to high): four of the compounds above
6: COc1ccccc1N1CCN(C2CCC(C)CC2)CC1 (stereo not given)
3: Cc1ccc(-c2cc(-c3ccccc3O)nc(N/N=C/c3cccnc3)n2)cc1
7: CCN(Cc1ccccc1)S(=O)(=O)c1cc(C(=O)NC2CCCCCC2)ccc1OC
8: C[C@H]1CC[C@H]2C(=O)N3[C@H](c4cccc(N5CCCC5=O)c4)[C@@H](C)CC[C@H]3C(=O)N2[C@@H]1c1cccc(N2CCCC2=O)c1

compound no.	6	3	7	8
A-T KAP1 phos	-1%	0%	-5%	4%
Integrin act MD	0%	-1%	5%	x
Mito fusion act	2%	2%	23%	-1%
Tb PFK inh	1%	3%	-2%	-4%
Chronic BCR inh	u	u	0%	0%
TCR activator	-1%	-1%	-14%[46.1 µM]	x
S-ASM inh	1%	-7%	-3%	x
Eya2 phos inh	-3%	8%	-12%	13%
TSHR antag	3	10	3	2
PTAP TSG101 blk	-3%	-9%	-3%	x
ELG1 DNA repair	u	u	u	u

# (more compounds)
9: CCN1C(=O)C(F)(CC)C(=O)c2ccccc21 (stereo not given)
10: Cn1nc(CC(=O)NC2CCCCCCCCCCC2)c2ccccc2c1=O
11: CCNc1nc(N2CCCC2)nc(N2CCCC2)n1
12: CCCCNS(=O)(=O)c1ccc(OC)c(Cl)c1Cl
13: Cc1cc(C)n2nc(SCC(=O)Nc3ccccc3)nc2n1
14: CCCCn1cnc2c(oc3ccccc32)c1=O
15: O=C(C1CC1)N1CCN=C1SCc1ccc(Cl)cc1
16: O=C(NCC(c1cccnc1)N1CCN(c2ccc(F)cc2)CC1)c1ccc2c(c1)OCO2 (stereo not given)

compound no.	9	10	11	12	13	14	15	16
A-T KAP1 phos	-3%	7%	-1%	14%	2%	-1%	2%	x
Integrin act MD	-5%	-29%	-51%[inhibitor]	9%	27%	30%	-5%	-38%
Mito fusion act	-6%	1%	12%	3%	-3%	1%	0%	4%
Tb PFK inh	5%	-1%	-3%	1%[0.46 µM]	-2%	0%	-5%	4%
Chronic BCR inh	-6%	2%	-1%	1%	-1%	u	0%	u
TCR activator	0%[46.1 µM]	3%	4%	2%	4%	7%	-34%	-5%
S-ASM inh	4%	-5%	3%	1%	-2%	4%	-3%	3%
Eya2 phos inh	1%	1%	-6%	5%	-7%	1%	20%	-10%
TSHR antag	9	9	19	-2	4	-3	5	-14
PTAP TSG101 blk	-6%	-1%	-1%	0%	1%	1%	-4%	-2%
ELG1 DNA repair	10%	-3%	-8%	5%	-2%	u	-3%	u

17: CC(C)OCCCNC(=O)CCN1C(=O)COc2ccccc21
18: CCOc1ccc(NC(=O)c2ccc3snnc3c2)cc1
19: CCN(C(=O)CSc1nc2ccccc2c(=O)n1Cc1ccc(C)cc1)C1CCS(=O)(=O)C1 (stereo not given)
20: CC(C)(C)C1CCC(C(=O)NNC(=O)c2ccncc2)CC1 (stereo not given)
21: CCN(CC)S(=O)(=O)c1ccc(Cl)c(C(=O)Oc2cccnc2)c1
22: COc1ccc(C2CC(c3ccc(OC)cc3)n3nc(NC(=O)c4ccco4)nc3N2)cc1 (stereo not given)
23: Cc1cccc(Cn2c(SCCO)nc3c2c(=O)n(C)c(=O)n3C)c1
24: O=C1NC(=O)C(CC(=O)N(Cc2ccco2)C2(C(=O)NC3CCCCC3)CCCCC2)N1 (stereo not given)

compound no.	17	18	19	20	21	22	23	24
A-T KAP1 phos	0%	-1%	17%	-6%	x	5%	6%	-1%
Integrin act MD	0%	17%	2%	8%	-2%	4%	13%	22%
Mito fusion act	1%	0%	2%	-7%	-1%	-1%	-1%	-3%
Tb PFK inh	-4%	-3%	0%	1%	-1%	3%	-2%	-1%
Chronic BCR inh	u	-17%	6%	-1%	4%	0%	u	u
TCR activator	-1%	-2%[46.1 µM]	5%	4%	2%	4%	2%	6%
S-ASM inh	0%	-2%	-5%	-1%	1%	14%	0%	-5%
Eya2 phos inh	8%	-4%	-15%	-1%	-6%	-3%	0%	-12%
TSHR antag	-3	-10	8	5	10	12	-3	0
PTAP TSG101 blk	-12%	0%	-5%	-1%	-9%	-12%	-3%	0%
ELG1 DNA repair	-4%	u	-7%	-3%	-4%	-10%	u	1%

25: Cc1cc(OCC(=O)Nc2nccs2)c2c(C)cc(=O)oc2c1
26: O=C(Nc1ccccc1Cl)c1ccc2nc(N3CCOCC3)sc2c1
27: O=C(NNC(=O)c1ccc(Cl)cc1Cl)c1csc(-c2cccnc2)n1
28: CCC(C)Nc1nc(N)c([N+](=O)[O-])c(Nc2ccccc2OC)n1 (stereo not given)
29: Cc1cccc(C2=NN(c3ccccc3)[C@@H](C(=O)N3CCOC3=O)[C@@H]2c2ccc([N+](=O)[O-])cc2)c1
30: Cc1c(/C=N/Nc2ccc([N+](=O)[O-])cn2)c2ccccc2n1Cc1ccccc1
31: CCOC(=O)C(NCCCCl)c1ccccc1 (stereo not given)
32: CCCCCC#CCC#CCC#CCC#CCCCC(=O)O
33: COc1ccnc(NCc2cccc(C(F)(F)F)c2)c1C#N
34: C/C(Cl)=C/Cn1c(SCC(C)C)nc2c1c(=O)[nH]c(=O)n2C

compound no.	25	26	27	28	29	30	31	32	33	34
A-T KAP1 phos	5%	-9%	-5%	0%	-5%	-13%	2%	-4%	0%	5%
Integrin act MD	-18%	-9%	45%	-7%	14%	8%	-22%	x	-3%	0%
Mito fusion act	-1%	-1%	2%	u	x	3%	-1%	-17%	-2%	7%
Tb PFK inh	-2%	-3%	0%	1%	3%	0%	4%	u	0%	-3%
Chronic BCR inh	9%	1%	1%	-1%	6%	u	7%	0%	4%	-1%
TCR activator	10%	-12%	-2%	-3%	-4%[46.1 µM]	-3%	1%	x	-1%	6%
S-ASM inh	0%	-1%	-3%	-21%	-15%	-2%	1%	x	0%	-1%
Eya2 phos inh	-5%	-10%	-1%	-5%	-2%	3%	-12%	-3%	-7%	-13%
TSHR antag	5	-11	0	-4	1	2	6	-14	2	8
PTAP TSG101 blk	2%	-1%	-2%	-5%	-8%	-1%	-5%	x	-1%	-1%
ELG1 DNA repair	u	27%	0%	-3%	13%	u	-1%	-3%	-6%	1%

# Screening results (PubChem BioAssay)
